Screening data: PubChem, Broad Institute
ERp5 inh – blocks human ERp5 reductase activity on insulin; ERp5 insulin aggregation, absorbance 650 nm, 90 min; inhibition, % at 9.99 µM; Q15084; 350,000 compounds, 0.05% hits; AID 651711;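 active = mean replicate inhibition above about 25%, with every replicate also reaching it, limit read from the data, passing the limit was not always enough; inconclusive = only one of those two criteria met; inactive = neither criterion met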
Target sequence (Q15084 whole entry, looked up): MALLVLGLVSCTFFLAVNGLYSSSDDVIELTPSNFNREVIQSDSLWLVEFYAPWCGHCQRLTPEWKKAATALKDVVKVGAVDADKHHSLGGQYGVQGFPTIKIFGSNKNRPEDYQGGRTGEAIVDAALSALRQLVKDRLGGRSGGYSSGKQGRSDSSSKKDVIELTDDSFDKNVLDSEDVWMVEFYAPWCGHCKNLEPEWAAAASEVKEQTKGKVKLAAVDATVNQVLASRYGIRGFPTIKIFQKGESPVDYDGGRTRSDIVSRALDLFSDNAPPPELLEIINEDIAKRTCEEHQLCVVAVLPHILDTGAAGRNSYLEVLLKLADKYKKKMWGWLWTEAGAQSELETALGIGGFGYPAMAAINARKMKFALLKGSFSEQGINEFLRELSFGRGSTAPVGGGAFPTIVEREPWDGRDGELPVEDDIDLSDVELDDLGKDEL
ARNT TACC3 PPI – disruptors of human ARNT/TACC3 interaction | 390,000 compounds, 0.66% hits | AlphaScreen His-ARNT PAS-B/GST-TACC3 binding, luminescence; TACC3 fragment carries E629A point mutation | inhibition, % at 9.99 µM | Q9Y6A5;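 active = mean inhibition of replicates at least 50% and at least half of replicates each reaching 50%; inconclusive = half or more replicates reach 50% but mean below 50%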;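 also: 0% = complete ARNT plus TACC3 wells and 100% = ARNT alone without TACC3; many hits fall short of the cut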
Cneo AK release – Cryptococcus neoformans lysis via adenylate kinase release. AID 651654. C. neoformans lysis, adenylate kinase release luminescence, 4 h; normalised: neutral wells 0, clomiphene wells 100. lysis activity, % at 15 µM. 360,000 compounds, 0.2% hits;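 active = mean lysis activity across replicates of at least 80%, whatever share of replicates individually reach that level; inactive = mean lysis activity below 80%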
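Material: C. neoformans cells | Amount: Yeast cell density of 5 × 10^6 cells/mL | Medium: Fresh YPD growth medium | Dosing: Single dose | Times: Static 4 h at 37 °C with compound, 1 h detection | Detection: AK luminescence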
esBAF inh – SWI/SNF esBAF complex inhibition; mouse ES cells, Bmi1-luciferase knock-in reporter, 24 h; 100% = twice the neutral-well signal; reporter increase, % at 12.5 µM; 350,000 compounds, 2% hits; AID 602393; in the data active = activation above about 40%; inconclusive = no clear call, values can overlap the other calls;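 also: 0% = median of the plate's neutral control wells and 100% = double that signal; a rise in the Bmi1 reporter signal indicates esBAF inhibition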
C2C12 statin – suppression of simvastatin myotoxicity; 330,000 compounds, 0.78% hits; C2C12 myotubes + simvastatin, ATP luminescence, 48 h; scaled: DMSO 0, geranylgeraniol control 100; AID 602340; rescue of ATP level, % at 7.49 µM;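 active = mean ATP rescue above about 67%, or every replicate alone reaching that limit, limit read from the data, passing the limit was not always enough; inconclusive = no clear call, values can overlap the other calls; inactive = mean under the limit and some replicate under it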;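 also: myotubes were challenged with 10 µM simvastatin during compound exposure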
SIRT5 block – inhibitors of human sirtuin-5 desuccinylase. Purified SirT5, succinyl-peptide AMC, trypsin-coupled fluorescence. inhibition, % at 15 µM. 330,000 compounds, 1.1% hits; in the data active = inhibition above about 15%; inconclusive = no clear call, values can overlap the other calls
Target sequence (Q9NXA8 whole entry, looked up): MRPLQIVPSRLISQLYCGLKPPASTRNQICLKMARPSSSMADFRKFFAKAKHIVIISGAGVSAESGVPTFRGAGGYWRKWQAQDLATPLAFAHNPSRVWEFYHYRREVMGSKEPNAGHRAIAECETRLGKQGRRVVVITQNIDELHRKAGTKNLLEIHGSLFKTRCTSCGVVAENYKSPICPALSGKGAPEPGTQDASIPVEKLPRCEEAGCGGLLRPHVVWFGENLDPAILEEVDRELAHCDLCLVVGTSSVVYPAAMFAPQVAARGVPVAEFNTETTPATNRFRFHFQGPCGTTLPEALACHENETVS
miR-122 sensor – inhibitors of miR-122 in Huh7 cells; activation (reporter increase), % at 12.5 µM; Huh7 miR-122 Renilla luciferase sensor, 48 h; neutral wells = 0, positive control = 100; AID 602342; 340,000 compounds, 0.3% hits;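 active = mean replicate activation score at least 90 and every replicate individually at or above 90; inconclusive = only one of the two criteria met; inactive = neither criterion met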;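 also: higher luciferase means less miR-122 activity so hits act as miR-122 inhibitors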
An asterisk follows results filed as active; ? = inconclusive; / = not tested or not shown; [ ] = remark or other dose.

compound,ERp5 inh,ARNT TACC3 PPI,Cneo AK release,esBAF inh,C2C12 statin,SIRT5 block,miR-122 sensor
CCOC(=O)C1(CC2CC2)CCN(S(=O)(=O)/C=C/c2ccccc2)CC1,3,1,/,/,/,-3,/
O=C(NCc1ccco1)c1ccc2c(=O)n(-c3ccccc3)c(=O)n(Cc3cccc(F)c3)c2c1,3,-3,4,-41,-6,/,-19
CC(C)(C)c1ccc(C(=O)N2CCC(C(=O)N3CCCCC3)CC2)cc1,-8,-87,1,8,-9,/,-4
COc1cccc(Nc2nc3cc(OC)ccc3cc2C#N)c1,5,7,/,/,/,8,/
O=C(c1ccc2nc[nH]c2c1)N1CCN(S(=O)(=O)c2cccc(Cl)c2)CC1,1,10,-2,4,6,-1,3
Cc1cc2c(SCc3ccccc3Cl)nc(N)nc2nc1C,4,0,0,-1,-2,/,/
CCc1ccc2cc(C)cc(C)c2n1,-10,/,1,0,6,-1,1
CC(C)NC(=O)Nc1ccc2c(c1)C(=O)N([C@H](C)CO)C[C@@H](C)[C@@H](CN(C)Cc1ccc(C(=O)O)cc1)OCCCC[C@@H](C)O2,8,-5,-1,-6,/,-2,3[16.7 µM]
OC[C@@H]1[C@H](c2ccccc2)[C@@H](CNCC2CCC2)N1CC1CC1,0,8,-3,2,3,4,25[16.7 µM]
Cc1noc(C)c1NC(=O)Nc1ccc2c(c1)C(=O)N([C@H](C)CO)C[C@@H](C)[C@H](CN(C)C(=O)Nc1ccc3c(c1)OCO3)OCCCC[C@@H](C)O2,0,18,8,7,/,2,-3[16.7 µM]
Cc1cccc(NC(=S)NCCc2ccccc2)n1,0,-3,/,/,/,-1,/
Cc1cc(N/C=C(\C#N)S(=O)(=O)c2ccccc2Cl)nc(C)n1,1,-2,/,/,/,-2,/
COc1ccc(S(=O)(=O)N2CCCC(C(=O)Nc3cccnc3)C2)cc1Cl (stereo unspecified),/,14,0,-1,19,/,-6
Cc1ccc(-n2ncc(C(=O)Nc3cc(Cl)ccc3Cl)c2C2CCNCC2)cc1,-5,9,/,/,/,-1,/
C[C@@H]1CCCCO[C@H](CN(C)CC2CCCCC2)[C@@H](C)CN([C@H](C)CO)C(=O)c2cc(NS(=O)(=O)c3ccccc3)ccc2O1,1,-1,-1,0,?,-14,9[16.7 µM]
CCOC(=O)c1[nH]c2ccc(C)cc2c1N=CN(CC)CC,/,5,0,9,-11,/,-4

By substructure: the compounds so far containing an NH in an aromatic ring (2)
compound,ERp5 inh,ARNT TACC3 PPI,Cneo AK release,esBAF inh,C2C12 statin,SIRT5 block,miR-122 sensor
O=C(c1ccc2nc[nH]c2c1)N1CCN(S(=O)(=O)c2cccc(Cl)c2)CC1,1,10,-2,4,6,-1,3
CCOC(=O)c1[nH]c2ccc(C)cc2c1N=CN(CC)CC,/,5,0,9,-11,/,-4

New compounds follow
compound,ERp5 inh,ARNT TACC3 PPI,Cneo AK release,esBAF inh,C2C12 statin,SIRT5 block,miR-122 sensor
COc1ccc(-n2nnnc2SC(C)C(N)=O)cc1 (stereo unspecified),2,-10,0,9,-2,2,3
Cn1nc(NC(=O)C(F)(F)F)c2ncc(-c3ccccc3)nc21,4,/,0,37,-6,-1,-3
CCCCc1nnc(NC(=O)C2CCN(c3ncnc4sc(C)c(C)c34)CC2)s1,-4,-4,0,-1,28,0,-1
Cc1ccc(-c2nn(-c3ccccc3)cc2C(=O)NCC(c2cccs2)N2CCOCC2)cc1 (stereo unspecified),7,5,/,/,/,4,/
Cc1ccc(Cn2c(SCC(=O)N(C)C3CCS(=O)(=O)C3)nc3ccccc3c2=O)cc1 (stereo unspecified),-1,-3,/,/,/,0,/
CCNC(=O)C(CCSC)NS(=O)(=O)c1ccc(C)cc1 (stereo unspecified),-2,-3,0,/,/,-2,/
CS(=O)(=O)N(CC(=O)Nc1ccccc1F)C1CCCCC1,-3,-5,-1,-7,2,/,-1
CN(C)/C=N/c1nc2ccc3c(c2s1)CCCC3,2,0,-1,?,19,-2,-4
COc1ccc(NC(=O)CSc2n[nH]c(=O)n2C2CC2)cc1OC,-5,-2,5,2,-2,-1,-4
N=c1c(C(=O)NCc2ccco2)cc2c(=O)n3ccccc3nc2n1CC1CCCO1 (stereo unspecified),/,12,1,-6,-2,/,8
Cc1ccc(S(=O)(=O)N[C@@H]2CC[C@@H](CCn3cc(-c4cccnc4)nn3)O[C@H]2CO)cc1,8,0,-14,-5,-5,-3,/
NC(=O)C1CCN(c2nc(-c3ccccc3)nc3ccccc23)CC1,/,-1,2,/,/,/,-4
O=C(COC(=O)c1c[nH]c(=O)[nH]c1=O)Nc1cccc([N+](=O)[O-])c1,-4,3,0,-6,3,-3,3
O=C1OC(c2ccc(Br)cc2)=N/C1=C\c1ccco1,?,6,3,/,/,/,-7
CCCC(=O)Nc1ccc(NC(=O)c2cccc(OC)c2)cn1,-4,20,5,-11,-3,3,1
COc1c(O)cccc1-c1nnn(CCC(=O)OCC(=O)c2ccccc2)n1,/,-3,1,-5,3,/,-3
Cc1cccc(NC(=O)C2c3ccccc3C(=O)N3CCc4ccccc4C23)n1 (stereo unspecified),/,-7,-3,/,/,/,7
O=C(CN1CCCC1)Nc1ccc(NC(=O)Nc2ccccc2)cc1,/,3,-5,?,-6,/,-2
COc1ccc(-c2ccc(SCC(=O)NC3CCCC3)nn2)cc1OC,-4,3,-1,1,5,0,-4
CC(C)(C)NC(=O)CSc1ncccc1-c1nc2ccccc2[nH]1,1,-10,1,8,-16,-5,0
CCc1nnc(NC(=O)CSc2nc(C)nc3c2c(=O)n(C)c(=O)n3C)s1,8,-29,3,7,-1,-3,-3
CCOc1ccc(NC(=O)c2nnn(CC(=O)Nc3ccccc3OC)c2N)cc1,/,-5,0,44*,7,/,-3
Cc1ccsc1C(=O)OCC(=O)N(C)C1CCCCC1,-11,-7,-2,-5,7,2,/
Cc1nnc(SCC(=O)NNC(=O)c2ccc(Cl)cc2)s1,3,0,-1,-7,10,-3,/
CN(C)C(=O)C[C@H]1CC[C@@H](NC(=O)C2CCOCC2)[C@H](CO)O1,-1,-1,-9,1,-9,0,/
CCOc1cc(/C=N/N=C2/NC(=O)C(CC(=O)O)S2)ccc1OS(=O)(=O)c1ccc(C)cc1 (stereo unspecified),-3,/,/,/,/,4,2
CNS(=O)(=O)c1cn(CC(=O)NCc2ccccc2OC)cc1S(=O)(=O)NC,1,8,0,9,3,-4,-7
Cc1cc(SCC(=O)c2cccs2)nc2c(C)cccc12,/,18,2,-1,14,/,0
C[C@@H]1CCCCO[C@H](CN(C)C(=O)Nc2cccc3ccccc23)[C@H](C)CN([C@@H](C)CO)C(=O)c2cc(N(C)C)ccc2O1,5,17,-6,13,71*,1,-9[16.7 µM]
Cc1ccc2occ(/C=N/NC(N)=S)c(=O)c2c1,1,-1,-2,/,/,-2,12
N#Cc1ccccc1OCC(=O)NCCNC(=O)COc1ccccc1C#N,24,11,-2,-2,-10,-4,-5
CCOC1=C2CN(S(=O)(=O)c3ccc(C)cc3)[C@H](c3ccccc3)C[C@@H]2N(S(=O)(=O)c2ccccc2)[C@H](c2ccccc2)C1,7,/,0,-3,-22,-2,-3
Oc1cccc2cc3cccc(O)c3c(O)c12,/,-5,-2,1,-3,/,-2
NNC(=S)Nc1c(F)cc(F)cc1Br,-3,3,3,-7,-2,-4,-2
COc1ccc(C(=O)OCCCN(C)C)cc1OC,/,-8,-1,3,-4,/,5
CNC(=O)c1cc(S(=O)(=O)N(C)C)ccc1Cl,/,-11,2,-2,-2,/,-4
O=C(O)CCCC(=O)Nc1ccc(C(=O)N2CCCCC2)cc1,/,-1,-2,-4,-7,/,-8
COCCNC(=O)CS(=O)Cc1nc(-c2ccccc2C)oc1C (stereo unspecified),-3,1,1,3,-19,7,/
Cc1ccc(OC(C)C)c(CN(CCO)CCO)c1,/,-1,0,5,/,/,8
COc1cc(C2C(C(=O)N3CCOCC3)=C(C)NC3=C2C(=O)CCC3)ccc1OC(C)=O (stereo unspecified),2,-1,0,-1,-3,-5,-5
COc1ccc(S(=O)(=O)N2C[C@@H](O)COC[C@H]3O[C@H](CC(=O)NCCCN4CCOCC4)CC[C@@H]32)cc1,4,1,0,-4,-11,-2,-2[16.7 µM]
N#Cc1c(N2C(=O)Nc3ccccc3N2O)sc2c1CCCCCC2,-7,/,-3,0,11,2,1
O=C(NCCc1cccc(F)c1)/C(=C/c1cccnc1)NC(=O)c1ccccc1,0,1,/,4,1,-8,1
COC(=O)c1c(NC(=O)c2ccco2)sc(C)c1C,/,-5,-4,5,13,/,1
O=C(CN(Cc1ccc(Br)cc1)S(=O)(=O)c1ccccc1)NCc1ccccn1,-10,-3,-2,2,7,0,0
O=C(CCn1c(=S)oc2ccccc21)NC1CCCCCCC1,3,-2,1,0,9,4,-4
C/C(O)=c1/c(=O)nc2cccc3c2=c1c1ccccc1c3=O,3,46*,0,0,-11,-5,/
CNC[C@H]1Oc2ccc(NS(=O)(=O)c3ccc(Cl)cc3)cc2CC(=O)N([C@H](C)CO)C[C@@H]1C,-3,7,-3,-3,-1,-4,1[16.7 µM]
Cc1cc(C)cc(NC(=O)C(=O)NCCCN2CCCC2=O)c1,-2,-2,/,2,10,1,4
CN(C)CCCn1c(NC(=O)C2CCCCC2)nc2ccccc21,/,8,2,15,-36,/,4
O=[N+]([O-])c1cccc(/C=N/Nc2nc(NCc3ccccc3)nc(N3CCOCC3)n2)c1O,3,59*,/,/,/,0,/
O=C(O)CC1(CC(=O)NCc2cccc(Cl)c2)CCCCC1,2,-31,1,0,7,-10,-1
CCOc1ccc(N=Cc2ccccc2O)cc1,-19,0,4,/,4,-6,6
CCSc1nnc(CNc2ccc(C)cc2)n1C,1,-3,-1,5,-5,-5,25
CCC1(C)Cc2c(sc3[nH]c(=O)[nH]c(=O)c23)CS1 (stereo unspecified),/,-2,14,-9,100*,/,-4
CCCCN1C=CC(=C2N=c3cccc([N+](=O)[O-])c3=N2)C=C1,4,4,/,/,/,4,/

New compounds follow
compound,ERp5 inh,ARNT TACC3 PPI,Cneo AK release,esBAF inh,C2C12 statin,SIRT5 block,miR-122 sensor
CC1CC(C)CN(CCCNC(=O)Cn2ncc3c(=O)oc4ccccc4c32)C1 (stereo unspecified),2,-6,-2,3,2,0,-2
COc1ccc([N+](=O)[O-])cc1NC(=O)c1cccs1,-6,5,/,/,/,-2,/
O=C(c1c[nH]c2ccc(S(=O)(=O)N3CCOCC3)cc2c1=O)N1CCCC1,/,-9,4,-8,2,/,-2
CCOc1cc(/C=N/NC(=O)CNc2cccc(C)c2)ccc1OC(=O)c1ccccc1,-5,-3,-5,9,7,2,/
COc1ccccc1N1CCN(C2CC(=O)N(c3ccc(Cl)cc3)C2=O)CC1 (stereo unspecified),2,-13,-1,-3,-6,-4,/
NNC(=O)c1ccc(Cn2cccn2)o1,-7,-4,/,/,/,0,/
O=C(N/N=C\c1ccc(-c2ccccc2[N+](=O)[O-])o1)C1COc2cc3ccccc3cc2O1 (stereo unspecified),/,0,0,-1,3,/,2
COC1CCCN(C(=O)c2ccc3nc(Cc4cccc(Cl)c4)oc3c2)C1 (stereo unspecified),-1,-9,0,16,3,-4,-1
COc1ccc(S(=O)(=O)Nc2ccc3c(c2)CC(=O)N([C@H](C)CO)C[C@@H](C)[C@@H](CN(C)C(=O)Nc2cccc4ccccc24)O3)cc1,12,-3,0,2,15,-8,5[16.7 µM]
Cc1noc(C)c1NC(=O)Nc1ccc2c(c1)C(=O)N([C@@H](C)CO)C[C@H](C)[C@H](CN(C)C(=O)NC(C)C)OCCCC[C@H](C)O2,-4,19,-2,-1,/,-1,4[16.7 µM]
